# aDG glyco up = alpha-DG glycosylation activation; activation, % at 10 µM; Pro5-aDG cells, alpha-DG glycosylation AlphaScreen (IIH6); 0% Pro5, 100% B10-LARGE cell signal; hit rate 0.22% among 360,000;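 active = activation of at least 8% versus controls, or a plate z-score of at least 8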;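 note: Pro5 are CHO cells carrying HIG-tagged alpha-DG that lacks glycosylation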
# hiPSC survival = hiPSC single-cell survival enhancement; ATPlite luminescence; 100% = ROCK inhibitor wells, 0% = DMSO; AID 602274; survival enhancement, % at 20 µM; hit rate 0.044% among 360,000; in the data active = survival enhancement above about 18%;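 note: cells exposed to compounds for 16 hours before the ATP read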
# Peg3 promoter = reduces Peg3 promoter-driven luciferase expression in HeLa; AID 588405; inhibition, % at 20 µM; hit rate 1.7% among 360,000; HeLa PEG-Prom luciferase reporter, luminescence, overnight;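 active = inhibition of at least 50% at 20 µM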
# CF NFkB block = cystic fibrosis NF-kB activation inhibition. KKLEB NF-kB-GFP reporter, PAF-induced, GFP fluorescence overnight. inhibition, % at 5 µM. hit rate 0.86% among 360,000. AID 588850;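 active = at least 50% inhibition at 5 µM, scaled per plate between neutral and stimulator controls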;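 note: PAF is a Pseudomonas aeruginosa culture filtrate used as stimulus; plate controls were PAF-stimulated DMSO wells for no effect and unstimulated DMSO wells for full effect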
# HIF-2a block = blocks HIF-2a reporter activity. inhibition, % at 18.8 µM. AID 624352. hit rate 0.72% among 360,000. 786-0 RCC cells HIF-2a reporter, luciferase luminescence, overnight;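 active = inhibition of the luminescence signal of 40% or more relative to plate controls, in a single-dose primary screen at 18.75 µM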
# KKLEB cytotox = reduces viability of KKLEB cystic fibrosis airway cells; KKLEB CF airway cells viability, ATPlite luminescence, overnight; active compounds read low; cells stimulated with P. aeruginosa culture filtrate; activity change (cytotoxicity), % at 5 µM; hit rate 0.36% among 360,000; AID 602141;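 active = corrected activity change at or below -50% at 5 µM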
# NR2E3 ag-1 = activates human NR2E3 receptor. Q9Y5X4. CHO-S Gal4-NCOR/VP16-NR2E3 two-hybrid, luciferase. inhibition of corepressor binding, % at 3.98 µM. hit rate 0.35% among 360,000. AID 602229;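 active = inhibition above the mean of all tested compounds plus 3 SD, cut at about 70% in these data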;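 note: 0% = DMSO with NR2E3 transfected cells and 100% = cells lacking NR2E3 construct; higher means lower luciferase signal from less NR2E3 corepressor binding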
# Target sequence (Q9Y5X4 whole entry, looked up, the tested form may be a part): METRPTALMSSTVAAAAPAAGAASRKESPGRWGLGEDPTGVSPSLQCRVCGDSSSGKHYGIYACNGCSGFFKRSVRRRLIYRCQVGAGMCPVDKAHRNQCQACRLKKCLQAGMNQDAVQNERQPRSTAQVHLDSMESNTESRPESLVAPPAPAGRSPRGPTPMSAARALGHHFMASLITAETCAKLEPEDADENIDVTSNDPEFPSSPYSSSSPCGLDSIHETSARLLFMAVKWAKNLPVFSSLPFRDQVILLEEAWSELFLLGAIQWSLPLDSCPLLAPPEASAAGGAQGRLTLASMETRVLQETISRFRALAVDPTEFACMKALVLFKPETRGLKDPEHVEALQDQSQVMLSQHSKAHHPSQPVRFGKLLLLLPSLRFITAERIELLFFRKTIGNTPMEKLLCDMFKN
# Shn3 3UTR inh = reduces Shn3 3'UTR luciferase signal in osteoblasts; hit rate 0.52% among 360,000; Clone20 osteoblast Shn3 3'UTR firefly luciferase, 24 h; inhibition, % at 12.5 µM; AID 588674;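 active = mean inhibition of at least 75% with every replicate also reaching 75%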;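 note: 0% = median of neutral control wells and 100% = pilot-screen positive control compound; some compounds past the cut are filed as inactive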
# TRPM1 prom inh = inhibitors of MITF-driven TRPM1 promoter in melanoma cells; hit rate 0.83% among 330,000; AID 488899; inhibition, % at 12.5 µM; SK-MEL-5 TRPM1 promoter luciferase, 24 h;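 active = mean inhibition across replicates of 60% or more, whatever share of single replicates reaches that level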; note: values of inactives mirror those of a sister screen read the other way
# TWEAK-Fn14 inh = TWEAK-Fn14 signaling inhibition; TWEAK-stimulated Fn14 reporter cells, luciferase luminescence, 8 h; inhibition, % at 10 µM; hit rate 2% among 360,000; in the data active = inhibition above about 50%
# NR2E3 ag-2 = agonists of human nuclear receptor NR2E3. Q9Y5X4. GST-NR2E3/biotin-RetCOR TR-FRET, 1536-well. inhibition of corepressor binding, % at 4.78 µM. hit rate 0.12% among 320,000. AID 2300;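 active = percent inhibition above the cutoff of mean plus 3 SD of all tested compounds, set per screening campaign, cut at about 20% in these data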;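 note: 0% = DMSO wells and 100% = biotin wells as full block of FRET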
#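 Material – GST-tagged NR2E3 plus biotinylated RetCOR corepressor · Quantity – NR2E3 fusion 1.35 nM · Times – 5 h incubation at 4 °C · Medium – pH 7.5 Tris-based buffer · Technique – TR-FRET, Eu(K)-anti-GST donor, streptavidin-D2 acceptor, ex 340, em 617/671 nm · Benchmarks – high control biotin, low control 0.6% DMSO · Format – 1536-well plates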
# Numbers without * were called inactive; x = no result given; & = joins results of further samples.
mol,aDG glyco up,hiPSC survival,Peg3 promoter,CF NFkB block,HIF-2a block,KKLEB cytotox,NR2E3 ag-1,Shn3 3UTR inh,TRPM1 prom inh,TWEAK-Fn14 inh,NR2E3 ag-2
O=C1C2C(c3ccccc3)C=CC(c3ccccc3)C2C(=O)N1CCO (stereo not drawn),0.0,2.7,10,-13,2,0,0,-19,-2,9,1
COc1ccc(CCNS(=O)(=O)c2c(C)[nH]c(C)c2C(=O)N2CCCCC2)cc1OC,0.5,-0.5,-14,-1,6,3,-6,-14,-2,18,1
O=C1OCCC1Sc1nnnn1-c1ccccc1 (stereo not drawn),0.1,0.9,18,-5,12,4,-18,-1,5,1,0
Cc1ccccc1NP1(=O)OCCCN1Cc1ccccc1Cl (stereo not drawn),0.3,16,9,3,9,1,18,2,4,12,x
Cc1ccc(NC(=O)c2ccc(COc3ccc4c(c3)CCC4)cc2)c(C)c1,-0.1,-1.3,-11,-1,-25,6,-90,8,17,0,0
Cc1ccc(C(=O)N/N=C/c2nc3ccccc3n2C)cc1,0.0,-1.2,-47,-68,-202,20,-20,1,-33,-34,0
CN(C)S(=O)(=O)c1ccc(C(=O)OCc2ccc([N+](=O)[O-])cc2)cc1,-0.2,-0.9,-26,-10,-4,10,-41,4,1,6,-2
CCc1nn(CC(=O)NCCCN2CCN(C)CC2)c(=O)c2cc3sccc3n12,0.0,-0.4,-2,3,6,3,-15,-17,-9,8,-2
Cc1ccc(C(=O)CN2C(=O)NC3(CCCCCC3)C2=O)c(C)c1,0.0,-0.5,-325,-6,-215,6,-132,-62,-111,-61,-2
C(=N\c1nc2ccccc2n1Cc1ccccc1)/c1cccs1,0.5,-0.4,6,7,17,-8,-3,9,11,13,-3
O=C(c1ccc(CS(=O)(=O)c2c(Cl)cccc2Cl)o1)N1CCCC1,-0.3,0.7,3,12,-7,-9,-20,-23,0,5,3
CCN1CCN(Cc2ccc(NC(=O)c3ccc(C)c(NC(=O)N4CCNC4=O)c3)cc2C(F)(F)F)CC1,-0.1&0.0&0.7,-1.9&0.1&-0.8,0&20&32,50*,3&4&-3,-1&-14&-2,-4&-2&26,7&23&7,12&8,-65&-45&-43,6&1
COc1ccc2sc3cccc(NCCN(C)C)c3c(=O)c2c1,0.2,-1.3,97*,-13,-100,-27,-30,-11,x,-32,x
COCCNC(=O)c1onc(CSc2cc(C)cc(C)c2)c1C(=O)O,-0.2,2.3,-2,-3,-10,-2,9,1,7,7,1
COc1cc(/C=N/NC(=O)c2ccc3c(c2)OCCO3)c(Br)c(Br)c1O,0.0,0.0,-44,21,-30,-6,-77,11,-6,-11,-4
CC(=O)Oc1ccc(N(C(C)=O)S(=O)(=O)c2ccc(C)cc2C)c2ccccc12,4.9*,0.5,-1,42,21,-7,-8,-15,7,3,x
Cc1ccc(S(=O)(=O)CCSc2cccc(C(=O)O)c2)cc1,0.0,1.5,-14,18,3,-10,-31,-33,1,5,1
CCOC(=O)N(NC(=O)C(O)(c1ccccc1)c1ccccc1)c1ccccc1,-0.1,-0.2,13,-36,0,12,-15,22,-8,-9,4
CCOc1cccc2sc(NC(=O)CC)nc12,-0.2,0.3,9,-2,-8,-9,13,5,-4,4,7
COc1ccccc1N1CCN(C(=O)NCc2cccc(C(F)(F)F)c2)CC1,0.1,0.9,12,-15,6,5,-14,15,10,20,1
O=C1C2C3C=CC(C3)C2C(=O)N1c1ccc(-c2nc3ccccc3o2)cc1 (stereo not drawn),-0.2,-1.0,-331,-5,-177,-10,-116,-14,-80,48,-1
COc1cccc(C=Nc2cc(C)cc(C)c2)c1O,-0.3,1.9,1,6,12,6,-13,-7,12,3,-4
CCCN1Cc2cccc(C(=O)Nc3ccc(OC)c(OC)c3)c2C1=O,0.0,-0.4,-2,6,-29,6,-13,-3,-19,0,x
CSc1nccc(Oc2ccc(C#N)cc2)n1,-0.2,3.8,-16,-11,-15,-4,-21,4,2,-14,6
O=C(CN1CCN(Cc2ccccc2)CC1)Nc1ccc(N2CCOCC2)cc1,0.6,-0.2,5,2,12,-10,-1,12,6,-13,3
CC(C)Cn1c(N)c(C(=O)CSc2nc3ccccc3n2C)c(=O)n(C)c1=O,0.0,0.2,12,-9,12,-3,-5,19,7,-26,-1
S=c1[nH]nc(-c2ccco2)n1/N=C/c1cccc(Cl)c1Cl,0.0,-1.8,-3,5,7,-1,9,0,-9,-24,1
O=C(CSc1nc2ccccc2s1)N1c2ccccc2Sc2ccc(Cl)cc21,0.0,-2.4,17,12,-6,-7,-27,20,0,5,0
CCCCOCCCNC(=O)N[C@@H](CCSC)C(=O)OC,0.0,1.4,-23,-20,-31,12,-5,8,-6,-19,3
CN(C(=O)c1cccc(NC(=O)Cc2ccc(NC(=O)C3CCN(C(=O)C4CCCC4)CC3)cc2)c1)C1CCCC1,0.1,-1.5,6,-3,11,4,-9,7,4,3,x
CCOC(=O)C1CCN(C(=O)/C=C/c2cccs2)CC1,0.1,5.1,-140,0,-64,0,-42,-20,-27,-11,3
CCSc1nnc(NC(=O)c2ccc(Br)s2)s1,-0.2,-2.7,-138,-10,-80,10,-9,-48,-46,-6,5
Cc1ccc(CSCC(=O)N/N=C/c2sccc2C)cc1,-0.1,-1.1,-31,6,-15,-3,-4,-1,-4,-33,-4
O=C(CNc1n[nH]c(=O)[nH]c1=O)N/N=C/c1cccnc1,-0.2,0.6,0,11,17,11,-6,-5,-9,-2,2
CCOC(=O)N1CCN(C(=O)c2cc3ccc(OC)cc3[nH]2)CC1,0.0,-0.4,-16,-4,-33,-13,-11,6,-3,-4,0
O=C(CSc1nncn1-c1ccccc1F)NC1CC1,0.0,-1.1,-104,-6,-127,4,-55,-35,-34,-4,x
Cc1occc1C(=O)NC(C)C(C)(C)C (stereo not drawn),-0.1,0.9,0,4,19,-6,14,2,8,-17,1
CCN1CCC(O)(/C=C/c2ccc(C(C)C)cc2)C(C(=O)/C=C/c2ccc(C(C)C)cc2)C1 (stereo not drawn),-0.4,-3.0,104*,20,-8,-10,24,83,67*,40,x
COc1ccc(Cc2nc(C)cc(Cl)n2)cc1[N+](=O)[O-],0.1,-0.8,5,0,11,0,-21,10,9,-7,-4
O=C(O)c1ccc(N2C(=O)CCCC2=O)cc1,0.9,-0.5,11,10,12,4,-14,14,13,-7,0
O=C(COC(=O)c1ccccc1NCCO)NNC(=O)c1cccs1,-0.2,0.3,-3,0,-11,-29,8,-19,-6,12,2
CCOC(=O)[C@H]1[C@H]2COc3ccccc3[C@@H]2N2C(=O)c3ccc(Cl)cc3NC(=O)[C@@]12C,0.0,-4.9,0,-2,-21,4,15,10,7,-7,1
CC(OC(=O)c1cccc(S(=O)(=O)N(C)C)c1)C(=O)NCc1ccc2c(c1)OCO2 (stereo not drawn),0.3,0.0,10,3,7,4,-13,8,-3,-11,2
Cc1ccc(NC(=O)C(=O)NCc2ccncc2)cc1,0.1,-1.5,-16,7,-15,3,-23,-15,-26,8,5
O=C(Nc1ccccc1)Nc1ccncc1,0.0,-0.1,-19,-16,-40,13,-11,0,-6,8,1
CCOC(=O)c1c(C2COc3ccccc3O2)csc1N (stereo not drawn),-0.2,-1.8,11,6,-28,-5,-7,13,5,10,1
COc1ccc(OC)c(N(CC(=O)Nc2ccc3c(c2)OCO3)S(=O)(=O)c2ccccc2)c1,-0.4,-1.3,5,-6,-31,11,2,-9,5,13,1
CCOC(=O)c1ccc(N=Cc2nc(-c3ccccc3)oc2OC(C)=O)cc1,-0.4,-5.5,4,-22,15,6,-23,19,19,1,2
CN(C)/C=N/c1nc2nccc(-c3ccccc3)n2n1,-0.3,-1.6,-3,27,7,-19,-30,-3,6,9,0
COc1ncnc2c1ncn2CCCN1CCN(c2ccccn2)CC1,0.1,5.8,18,4,4,15,5,-14,x,-4,x

# Remaining list, next part:
mol,aDG glyco up,hiPSC survival,Peg3 promoter,CF NFkB block,HIF-2a block,KKLEB cytotox,NR2E3 ag-1,Shn3 3UTR inh,TRPM1 prom inh,TWEAK-Fn14 inh,NR2E3 ag-2
CC(C)=CCn1c2ccc(NC(=O)NCc3ccc(F)cc3)cc2c(=O)n1C,0.1,5.4,-23,32,6,-16,-21,-1,x,-13,x
C[C@H](NC(=O)Cc1cccc2ccccc12)C(=O)NCc1ccccc1,-0.1,-1.0,10,-2,10,3,29,-2,4,4,5
COC(=O)Cn1c(=NC(=O)C(C)(C)C)sc2c(C)cc(C)cc21,0.2,1.8,-3,0,13,-19,20,11,x,-18,2
CCc1ccc2oc(=O)cc(CN3CCC(C)CC3)c2c1,-0.1,1.4,12,2,8,1,-12,7,10,11,2
O=C(Nc1ccc(F)cc1)/C(Cl)=C/c1ccccc1,-0.3,-1.2,-326,-12,-301,6,-85,-118,-90,-36,-1
CCN(CC)CCn1c(=S)[nH]c2cc(C(=O)NCc3ccccc3Cl)ccc2c1=O,0.3,-0.6,-4,2,1,11,-26,13,-17,-20,-6
CCOC(=O)N1CCN(C(=O)c2cnn3ccccc23)CC1,-0.3,-0.6,0,-7,-6,13,-9,-15,x,-33,4
C[C@H](CO)N1C[C@H](C)[C@@H](CN(C)S(=O)(=O)c2ccc(F)cc2)Oc2c(NC(=O)Cc3ccccc3)cccc2C1=O,0.0,1.2,-7,-8,-15,1,9,-5,-7,12,x
Cc1cccc(C)c1NC(=O)c1cc(S(=O)(=O)N2CCOCC2)cn1C,-0.4,0.3,2,-22,16,-8,-19,-9,-3,11,-2
C=CCOc1ccc(CNCCc2ccc(S(N)(=O)=O)cc2)cc1,0.0,-0.6,12,-2,14,-16,-9,13,-2,-3,0
COC(=O)Cc1nnc(NC(=O)c2ccccc2)s1,-0.1,0.7,-12,-6,-24,6,-31,-7,-9,-9,4
CCOCCOc1nc(C)cc(C)c1S(=O)(=O)c1ccccc1C,0.1,2.4,11,-7,18,8,-42,-25,-11,5,3
N#CCCn1cc(C(=O)Nc2ccc([N+](=O)[O-])cc2)c(-c2cc3ccccc3o2)n1,-0.5,-0.1,20,24,4,-31,-21,-5,3,-32,-3
Cc1ccccc1-c1nnc(NC(=O)CSc2nc3ccccc3s2)s1,-0.3,4.9,-6,-20,-34,20,-18,-15,x,-17,-1
Cc1ccccc1N(CC(=O)N/N=C/c1ccc(N(C)C)cc1)C(=O)c1ccccc1,0.0,0.0,-30,-14,-30,2,-12,-13,-20,14,2
CCN(Cc1ccncc1)C(=S)Nc1ccccc1C,-0.2,-2.1,4,-4,7,0,-27,-6,x,-11,x
CC(C)(C)c1nc(CN2CCOCC2)ccc1O,-0.1,1.6,-2,-9,-11,-3,-33,18,5,-6,0

# Source: PubChem BioAssay (several laboratories)
